Screens as filed in PubChem BioAssay.
USP7 inh: inhibitors of human USP7 deubiquitinase | inhibition, % at 20 µM | Ubiquitin carboxyl-terminal hydrolase 7 (Homo sapiens), Q93009 | hit rate 0.3% among 47,000 | purified USP7, Ub-rhodamine cleavage fluorescence
Target sequence (Q93009 whole entry, looked up): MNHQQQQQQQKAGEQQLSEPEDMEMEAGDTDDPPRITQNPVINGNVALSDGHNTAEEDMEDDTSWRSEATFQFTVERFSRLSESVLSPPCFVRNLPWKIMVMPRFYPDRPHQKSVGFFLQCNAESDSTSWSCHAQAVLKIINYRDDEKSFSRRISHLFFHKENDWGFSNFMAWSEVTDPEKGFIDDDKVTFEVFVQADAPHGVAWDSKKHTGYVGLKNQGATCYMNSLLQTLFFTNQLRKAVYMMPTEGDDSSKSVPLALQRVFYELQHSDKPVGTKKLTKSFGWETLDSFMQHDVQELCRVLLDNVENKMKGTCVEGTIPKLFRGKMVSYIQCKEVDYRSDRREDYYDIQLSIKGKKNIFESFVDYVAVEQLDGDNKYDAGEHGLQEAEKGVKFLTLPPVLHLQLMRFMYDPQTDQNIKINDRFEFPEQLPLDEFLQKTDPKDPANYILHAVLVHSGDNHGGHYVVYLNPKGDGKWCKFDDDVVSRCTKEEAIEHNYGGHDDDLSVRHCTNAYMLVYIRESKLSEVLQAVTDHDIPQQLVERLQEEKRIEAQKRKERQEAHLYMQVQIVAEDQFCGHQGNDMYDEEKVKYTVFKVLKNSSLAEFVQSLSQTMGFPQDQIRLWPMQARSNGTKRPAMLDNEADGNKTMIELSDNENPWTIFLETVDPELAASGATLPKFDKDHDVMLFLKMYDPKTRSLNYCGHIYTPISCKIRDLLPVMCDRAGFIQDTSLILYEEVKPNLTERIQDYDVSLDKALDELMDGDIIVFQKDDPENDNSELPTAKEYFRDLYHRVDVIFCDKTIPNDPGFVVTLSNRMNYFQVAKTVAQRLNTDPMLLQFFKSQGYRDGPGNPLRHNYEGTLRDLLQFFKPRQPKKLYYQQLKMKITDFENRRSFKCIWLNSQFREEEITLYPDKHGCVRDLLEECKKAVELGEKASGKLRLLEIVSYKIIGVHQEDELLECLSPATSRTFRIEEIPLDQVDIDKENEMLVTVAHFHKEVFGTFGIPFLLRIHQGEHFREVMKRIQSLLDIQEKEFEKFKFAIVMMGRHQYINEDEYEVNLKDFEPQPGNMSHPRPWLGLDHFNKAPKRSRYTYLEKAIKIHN
USP8 inh: inhibitors of human USP8 deubiquitinase; Ubiquitin carboxyl-terminal hydrolase 8 (Homo sapiens), P40818; hit rate 4.2% among 47,000; AID 1645853, 2021; inhibition, % at 20 µM; purified USP8, Ub-rhodamine cleavage fluorescence, 30 min
OTUD3 block: inhibitors of human OTUD3 deubiquitinase. inhibition, % at 25 µM. purified OTUD3, Ub-rhodamine fluorescence, 2 h. OTU domain-containing protein 3 (Homo sapiens), Q5T2D3. hit rate 0.7% among 47,000
UCHL1 block: inhibitors of human UCHL1 deubiquitinase; Ubiquitin carboxyl-terminal hydrolase isozyme L1 (Homo sapiens), P09936; purified UCHL1, Ub-rhodamine cleavage fluorescence; inhibition, % at 20 µM; hit rate 0.2% among 47,000
USP10 inh: inhibitors of human USP10 deubiquitinase. Ubiquitin carboxyl-terminal hydrolase 10 (Homo sapiens), Q14694. purified USP10, Ub-rhodamine fluorescence, 60 min. AID 1645856, 2021. inhibition, % at 20 µM. hit rate 1.1% among 47,000
USP30 block: inhibitors of human USP30 deubiquitinase; hit rate 5.3% among 47,000; Ubiquitin carboxyl-terminal hydrolase 30 (Homo sapiens), Q70CQ3; AID 1645860, 2021; purified USP30, Ub-rhodamine cleavage fluorescence; inhibition, % at 25 µM
USP17 block: inhibitors of human USP17 deubiquitinase; hit rate 6.5% among 47,000; purified USP17, Ub-rhodamine cleavage fluorescence, 3 h; Ubiquitin carboxyl-terminal hydrolase 17-like protein 5 (Homo sapiens), A8MUK1; inhibition, % at 50 µM
USP28 block: inhibitors of human USP28 deubiquitinase; inhibition, % at 25 µM; hit rate 3% among 47,000; Ubiquitin carboxyl-terminal hydrolase 28 (Homo sapiens), Q96RU2; purified USP28, Ub-rhodamine cleavage fluorescence, 30 min; AID 1645857, 2021
An asterisk follows results filed as active; / = not tested or not shown. Cut-off read from the data, not from the text of the source: active = inhibition above about 30%; inactive = the rest.

SMILES	USP7 inh	USP8 inh	OTUD3 block	UCHL1 block	USP10 inh	USP30 block	USP17 block	USP28 block
O=S(=O)(NC1(c2ccccc2)CCC1)c1cccc(Br)c1	2	11	-6	2	10	19	18	0
O=C(Nc1ccc2nc(NS(=O)(=O)c3ccccc3)sc2c1)C1CCCCC1	8	2	4	1	19	3	7	0
O=S1(=O)C[C@H](NCCc2ccccc2)[C@@H](S(=O)(=O)c2ccc(F)cc2)C1	1	-1	-10	-1	1	-18	-8	-17
CC(CCc1ccccc1)n1c(O)c(C2NCCc3c2[nH]c2ccccc32)c(=O)[nH]c1=O (stereo unspecified)	-10	-52	-17	-6	-12	-104	-25	-15
O=C(c1ccncc1)N1CC[C@@H]2CN(CCc3ccccc3)S(=O)(=O)[C@@H]2CC1	3	-1	0	0	0	-3	-11	-7
O=C(CCCSc1nc2ccccc2[nH]1)Nc1ccc(F)cc1	-1	15	6	2	2	12	10	14
O=C(c1cscn1)N1CCCC(c2ccnc3ncnn23)C1 (stereo unspecified)	0	18	8	-2	1	25	18	13
Cc1cccc(-c2nnc(SCC(=O)Nc3ccc4[nH]c(=O)[nH]c4c3)n2C)c1	1	-11	-1	-1	0	11	14	2
COC(=O)c1ccc(NC(=O)CSc2nnc(Cc3cccn3C)n2-c2ccc(OC)cc2)cc1	3	21	6	3	0	-42	9	2
CC1CCN(S(=O)(=O)N2CCCC(C(=O)Nc3ccccc3C(F)(F)F)C2)CC1 (stereo unspecified)	1	9	17	1	-1	19	14	10
Cc1cccc(-c2nnn3c2nc(NCC2CCCO2)c2ccccc23)c1 (stereo unspecified)	10	67*	11	2	26	66*	58*	3
COc1ccc(N(CC(=O)N2CCCc3ccccc32)S(=O)(=O)c2ccccc2)cc1	0	10	25	4	8	27	6	13
CCCc1ncc(-c2c[nH]c3ccccc23)o1	-7	-12	-5	0	-6	-10	-28	-2
O=C(NCCN1CCOCC1)c1[nH]nc2c1CCc1ccccc1-2	-1	-3	-2	-1	1	-1	-3	17
COc1ccc(-c2nc3cccnc3n2C2CCN(C(=O)NC(C)(C)C)C2)cc1 (stereo unspecified)	-4	-25	5	0	1	22	-2	19
COc1ccc(-c2noc(N3CCC(C(=O)Nc4cc([N+](=O)[O-])ccc4OC)CC3)n2)cc1	10	8	8	4	5	18	12	13
CNC(=O)[C@@]12CCC3(CCN(C(=O)c4cc(C)on4)CC3)[C@@H]1CN(C(C)=O)C2	3	-3	18	1	-1	13	7	12
CC(C)(C)OC(=O)NCc1ccc(C(=O)Nc2ccc(Cl)cn2)cc1	11	13	11	4	2	34*	23	18
O=C(NCCc1ccc(C(F)(F)F)cc1)C1(c2ccccc2)CC1	-4	-1	0	1	1	-21	1	-10
O=C(C1CCCN(S(=O)(=O)N2CCOCC2)C1)N1CCN(c2ncccn2)CC1 (stereo unspecified)	3	18	7	1	0	11	4	3
CCCN1CCC2(CC1)Cc1ccccc1CN(S(C)(=O)=O)C2	-4	-94	-7	-5	-10	-38	/	-21
CC(C)N(C(=O)COC(=O)c1cc(S(=O)(=O)N2CCCCC2)ccc1N1CCOCC1)c1ccccc1	12	20	14	7	10	26	5	20
Cc1cccc(C(=O)Nc2ccc3c(N4CCOCC4)ncnc3c2)c1	7	4	0	5	1	8	0	11
CC(C)C(NS(=O)(=O)c1cccc2cccnc12)C(=O)Nc1ccccc1 (stereo unspecified)	1	-14	6	-1	-3	-20	-8	6
C=C(C)C(C)CNC(=O)c1ccc(Cl)cc1Cl (stereo unspecified)	-6	10	1	-2	2	-1	2	-4
CN(C)c1cccc(NC(=O)N2CC[C@@H]3[C@H]2C(=O)N(C)[C@@H](Cc2ccccc2)C(=O)N3C)c1	-1	8	5	0	-3	-24	-4	0
CCn1cc(Cn2cc(N)cn2)cn1	-2	73*	-3	0	1	-13	13	-8
Cc1ccc(S(=O)(=O)N(C)Cc2cc3cc(C)ccc3[nH]c2=O)cc1	5	-5	10	3	-6	/	57*	/
Cc1cc(F)ccc1NC(=O)C1Nc2ccccc2S(=O)(=O)N1 (stereo unspecified)	0	-16	3	-2	2	1	-5	-8
CN(c1cccc(Cl)c1)S(=O)(=O)c1cccc(C(=O)OCc2cc(=O)n3cc(Br)ccc3n2)c1	4	16	5	5	0	-8	14	11
Cc1oc(-c2[nH]ncc2C(=O)N2CCCC2)cc1S(=O)(=O)N1CCOCC1	-19	-16	12	0	-1	-64	-28	-4
COc1ccc(S(=O)(=O)NCC(c2ccc3c(c2)CCN3C)N2CCCC2)cc1 (stereo unspecified)	5	14	0	2	1	1	4	6
O=C(Cn1c(=O)[nH]c2c(-c3ccc(F)cc3)c[nH]c2c1=O)NCc1ccc(F)cc1	13	32*	1	1	12	-25	10	-2
NC(=O)C1CN(C(=O)C2(Cc3ccccc3F)CCOCC2)C1	3	5	4	-1	-2	8	6	6
O=C(Oc1ccc(-c2ccccc2)c(F)c1)c1ccco1	-4	5	4	1	5	-21	6	1
CCN1CC2(CC1=O)CN(C(C)=O)CCN(C(=O)Cc1ccccc1)C2 (stereo unspecified)	6	1	20	1	2	27	15	6
COc1cc2[nH]c(=O)c(C(=O)NCc3ccc(F)cc3)c(O)c2cc1OC	10	7	5	6	12	11	7	0
CCOc1ccc(-c2ccc3nnc(SCC(=O)Nc4ccc(F)cc4)n3n2)cc1	30	78*	-4	2	38*	33*	/	-4
COCC(=O)N1CCC(Oc2cc(N3CCCC3)ncn2)C1 (stereo unspecified)	0	0	-1	-3	0	-2	-7	14
Cc1ccc(-n2nc(C)c3c(C)cc(C(=O)NCc4cccs4)nc32)cc1	-5	0	26	3	0	46*	31*	11
COC1CN(C(=O)COC(C)=O)CCC(=O)N(C)c2ccccc21 (stereo unspecified)	3	0	8	-2	0	6	0	4
CSCCC(NS(=O)(=O)c1ccc2c(c1)OCCO2)C(=O)Nc1ccccc1F (stereo unspecified)	-1	-9	10	0	-3	-23	8	8
COc1cccc([C@@H]2CNC[C@H]2c2cc(=O)[nH]c(NCc3ccncc3)n2)c1	5	-6	5	2	-2	8	0	7
CN(C)c1cccc(-c2nnc(-c3cnc4onc(C5CC5)c4c3)o2)c1	0	1	5	0	1	-10	-2	-8
CCCc1nc(SCC(=O)NCc2ccc3c(c2)OCO3)c2c(=O)n(C)c(=O)n(C)c2n1	2	-6	-5	-1	3	3	0	-9
CCOc1ccccc1NC(=O)Nc1cccn2ncnc12	1	-3	5	4	7	19	0	7
COC(=O)c1cn(CC(=O)N2CCCc3ccccc32)c2ccccc12	4	9	16	3	0	17	41*	12
Cc1nc(-c2ccccn2)cc(N2CCC3(CC2)OCCO3)n1	11	-22	5	0	0	24	-5	0

19 of the compounds above, with two lines to a compound:
Every second line gives: USP7 inh	USP8 inh	OTUD3 block	UCHL1 block	USP10 inh	USP30 block	USP17 block	USP28 block
COC(=O)c1ccc(NC(=O)CSc2nnc(Cc3cccn3C)n2-c2ccc(OC)cc2)cc1
  3	21	6	3	0	-42	9	2
CC1CCN(S(=O)(=O)N2CCCC(C(=O)Nc3ccccc3C(F)(F)F)C2)CC1 (stereo unspecified)
  1	9	17	1	-1	19	14	10
Cc1cccc(-c2nnn3c2nc(NCC2CCCO2)c2ccccc23)c1 (stereo unspecified)
  10	67*	11	2	26	66*	58*	3
COc1ccc(N(CC(=O)N2CCCc3ccccc32)S(=O)(=O)c2ccccc2)cc1
  0	10	25	4	8	27	6	13
CCCc1ncc(-c2c[nH]c3ccccc23)o1
  -7	-12	-5	0	-6	-10	-28	-2
O=C(NCCN1CCOCC1)c1[nH]nc2c1CCc1ccccc1-2
  -1	-3	-2	-1	1	-1	-3	17
COc1ccc(-c2nc3cccnc3n2C2CCN(C(=O)NC(C)(C)C)C2)cc1 (stereo unspecified)
  -4	-25	5	0	1	22	-2	19
COc1ccc(-c2noc(N3CCC(C(=O)Nc4cc([N+](=O)[O-])ccc4OC)CC3)n2)cc1
  10	8	8	4	5	18	12	13
CNC(=O)[C@@]12CCC3(CCN(C(=O)c4cc(C)on4)CC3)[C@@H]1CN(C(C)=O)C2
  3	-3	18	1	-1	13	7	12
CC(C)(C)OC(=O)NCc1ccc(C(=O)Nc2ccc(Cl)cn2)cc1
  11	13	11	4	2	34*	23	18
O=C(NCCc1ccc(C(F)(F)F)cc1)C1(c2ccccc2)CC1
  -4	-1	0	1	1	-21	1	-10
O=C(C1CCCN(S(=O)(=O)N2CCOCC2)C1)N1CCN(c2ncccn2)CC1 (stereo unspecified)
  3	18	7	1	0	11	4	3
CCCN1CCC2(CC1)Cc1ccccc1CN(S(C)(=O)=O)C2
  -4	-94	-7	-5	-10	-38	/	-21
CC(C)N(C(=O)COC(=O)c1cc(S(=O)(=O)N2CCCCC2)ccc1N1CCOCC1)c1ccccc1
  12	20	14	7	10	26	5	20
Cc1cccc(C(=O)Nc2ccc3c(N4CCOCC4)ncnc3c2)c1
  7	4	0	5	1	8	0	11
CC(C)C(NS(=O)(=O)c1cccc2cccnc12)C(=O)Nc1ccccc1 (stereo unspecified)
  1	-14	6	-1	-3	-20	-8	6
C=C(C)C(C)CNC(=O)c1ccc(Cl)cc1Cl (stereo unspecified)
  -6	10	1	-2	2	-1	2	-4
CN(C)c1cccc(NC(=O)N2CC[C@@H]3[C@H]2C(=O)N(C)[C@@H](Cc2ccccc2)C(=O)N3C)c1
  -1	8	5	0	-3	-24	-4	0
CCn1cc(Cn2cc(N)cn2)cn1
  -2	73*	-3	0	1	-13	13	-8

2 records picked at random from those above:
SMILES	USP7 inh	USP8 inh	OTUD3 block	UCHL1 block	USP10 inh	USP30 block	USP17 block	USP28 block
COC(=O)c1cn(CC(=O)N2CCCc3ccccc32)c2ccccc12	4	9	16	3	0	17	41*	12
Cc1ccc(-n2nc(C)c3c(C)cc(C(=O)NCc4cccs4)nc32)cc1	-5	0	26	3	0	46*	31*	11

More compounds follow.
SMILES	USP7 inh	USP8 inh	OTUD3 block	UCHL1 block	USP10 inh	USP30 block	USP17 block	USP28 block
Cc1ccc(-c2nc(CNC(=O)C3CC3c3ccccc3)no2)cc1 (stereo unspecified)	0	-8	-49	-3	-1	-162	-21	-43
CCCC(=O)Nc1ccc(-n2cnc(C(=O)N3CCCCC3)c2)nc1	2	4	11	1	3	10	-38	9
CC(NC(=O)c1ccccc1)c1nc(-c2ccc(S(=O)(=O)N3CCCC3)cc2)no1 (stereo unspecified)	6	12	12	3	13	17	43*	16
Cc1nn(-c2cc(N3CCOCC3)ncn2)c(C)c1CCC(=O)Nc1ccc(Cl)cc1	1	-2	2	-1	1	-3	12	5
Cc1cc(NC(=O)c2ccc(C(=O)N(C3CCCCC3)C3CCCCC3)cc2)cc(C)c1O	-134	4	-1	5	6	-4	-1	9
CCOc1cccc(C2CC(=O)Nc3c2c(C)nn3-c2nncc(-c3ccccc3)n2)c1 (stereo unspecified)	2	-10	10	0	4	22	10	6
CCc1cnc(N2CCC3(CC2)OC(C(=O)Nc2cccnc2)Cn2ccnc23)nc1 (stereo unspecified)	-9	-29	-18	-10	-6	-93	/	-23
CC1CCN(C(=O)c2cnc(-c3ccccc3)nc2-c2ccncc2)CC1	-17	-1	-31	-20	-5	-139	-23	-37
C=C(C)[C@]1(O)CC[C@]2(C)C(CC=C(C)[C@@]23Cc2c(cc(-c4cccnc4)oc2=O)O3)[C@@]12CCC(=O)OC2 (stereo partly specified)	-22	-44	-10	-3	-5	-118	-50	-6
O=C(c1cc(C2CC2)[nH]n1)N1CCN(c2ccc(N3CCOCC3)nn2)CC1	7	5	7	2	0	16	4	6
N#Cc1cnc(N2CCN(c3cccc(Cl)c3)CC2)nc1	1	2	-4	-2	4	-1	8	-9
O=C1CC(c2ccc(O)cc2)c2c(nc(-c3ccccc3)[nH]c2=O)N1 (stereo unspecified)	7	8	0	3	2	/	35*	/
COc1cccc(-c2cc(C(F)(F)F)nc(-n3cc([N+](=O)[O-])c(OC)n3)n2)c1	4	-5	2	-4	1	2	0	-2
COC(=O)c1sccc1S(=O)(=O)Nc1ncc(C)cc1Br	4	11	-2	6	-4	-20	9	-3
CCOc1ccc(S(=O)(=O)[C@H]2CS(=O)(=O)C[C@@H]2NC2CCCC2)cc1	-7	1	-2	-4	-2	-17	0	-7
